hcGAS inh: Primary biochemical luminescence assay for human cyclic GMP-AMP synthase inhibitors. inhibition, % at 12.5 µM. 290,000 compounds, 0.081% hits. AID 1259398, 2018. Q8N884. recombinant h-cGAS, ATP depletion, Kinase-Glo luminescence;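 further: 0% = vehicle reaction and 100% = reaction without DNA for no activity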
Target sequence (Q8N884 whole entry, looked up): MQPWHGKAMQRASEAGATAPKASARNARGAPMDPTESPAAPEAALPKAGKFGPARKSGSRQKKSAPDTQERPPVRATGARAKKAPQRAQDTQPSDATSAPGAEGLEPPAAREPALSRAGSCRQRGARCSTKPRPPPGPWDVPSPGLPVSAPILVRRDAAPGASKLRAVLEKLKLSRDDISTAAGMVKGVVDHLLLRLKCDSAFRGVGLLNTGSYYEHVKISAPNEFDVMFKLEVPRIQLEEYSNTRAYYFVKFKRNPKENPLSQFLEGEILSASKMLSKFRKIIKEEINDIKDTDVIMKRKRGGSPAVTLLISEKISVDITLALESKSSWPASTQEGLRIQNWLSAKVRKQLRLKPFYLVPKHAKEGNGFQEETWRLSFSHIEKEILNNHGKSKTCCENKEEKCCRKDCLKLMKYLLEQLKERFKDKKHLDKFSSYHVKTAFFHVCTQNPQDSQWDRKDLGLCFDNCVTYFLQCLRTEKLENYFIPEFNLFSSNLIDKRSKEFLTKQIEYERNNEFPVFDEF
NPYLR7 ag: agonists of mosquito NPYLR7 receptor, primary screen, cell-based, Aedes aegypti, calcium fluorescence, mosquito biting behavior; 270,000 compounds, 0.15% hits; HEK293T NPYLR7/Galpha15, GCaMP6s calcium fluorescence; Aedes aegypti neuropeptide Y-like receptor 7 (NPYLR7); activation, % at 10 µM; in the data active means activation above about 40%;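 further: 0% = vehicle and 100% = reference agonist at the receptor; some compounds past the cut are filed as inactive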
mcGAS inh: cyclic GMP-AMP synthase inhibitors, mouse, primary biochemical chemiluminescence; Q8C6L5; recombinant cGAS, Kinase-Glo ATP depletion luminescence; inhibition, % at 12.5 µM; 160,000 compounds, 0.15% hits; AID 1259399, 2018;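 further: 0% = negative control wells and 100% = reference inhibitor with no enzyme activity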
An asterisk follows results filed as active; / = no result given; & = joins results of further samples. Unless noted, no stated cut-off is given here; in the data, active means inhibition above about 40%; inactive means the rest.

Compound	hcGAS inh	mcGAS inh	NPYLR7 ag
Cc1nc(C)c(Cc2ccccc2F)c(N2CCN(C(=O)c3ccc(C)c([N+](=O)[O-])c3)CC2)n1	-7	-10	/
CN(C)CC1(O)CCCN(C(=O)CCc2ccc(N(C)C)cc2)CC1 (stereo not given)	3	/	-6
COC(=O)N(C)Cc1cccc(N2CCN(C(C)c3ccccc3)CC2)c1 (stereo not given)	-2	-3	-2
CCCCNC(=O)C1(C)CCN1C(=O)c1cccnc1Oc1ccccc1 (stereo not given)	-16	-7	-6
Cc1nccn1-c1ccc(NC(=O)C2CCCN2C2CCOCC2)cc1 (stereo not given)	-5	-9	-1
O=[N+]([O-])c1ccc2c(c1)[nH]c(=S)n2-c1ccccc1	-8	/	2
Cc1ccc(Cl)c2sc(N)nc12	4	7	3
OCCn1c(-c2ccc3c(c2)OCCO3)nc2ccccc21	1	/	-1
COc1cccc(CO[C@]2(C(=O)NCCN3CCOCC3)CC(OC)[C@H](O)[C@H](O)C2)c1 (stereo not given in full)	-3	-8	0
O=c1c(C(F)(F)F)cc(C2CC2)nn1CN1CCC1c1ccccc1 (stereo not given)	-16	/	6
Cc1cc(F)ccc1NC(=O)CCC1CCCN(C(=O)c2ccoc2)C1 (stereo not given)	-4	/	15
OCCC1CCN(Cc2cc(F)cc(Br)c2)C1 (stereo not given)	-9	-6	-1
Cc1c(C(=O)N[C@@H]2COCC[C@@H]2OCC2CC2)cnn1C	-4	-4	/
O=C1CN(NC(=O)CC(O)(c2nc3ccccc3s2)C(F)(F)F)C(=O)N1 (stereo not given)	0	/	3
Cc1ccc(S(=O)(=O)c2c(C)nn(C(C)(C)C)c2OC(=O)c2cccs2)cc1	-11	-10	5
COCc1cc(C)nc(N/N=C\c2ccc(-c3ccc(OC)cc3[N+](=O)[O-])o2)c1C#N	-2	-3	-1
Cc1cc(C)nc(Nc2n[nH]c(-c3cccc(Cl)c3)n2)n1	-17	-5	1
Cc1cccc(NC(=O)C2CCCN2C(=O)C23CC4CC(CC(C4)C2)C3)c1C (stereo not given)	-2	-4	0
COC(=O)CCC(=O)NCc1cccc(-c2ncc(-c3ccc(OC)cc3)[nH]2)c1	-2	-4	-3
CC(C)(C)c1cc2nc(C(=O)N3CCN(c4ccccc4F)CC3)cc(-c3ccccc3F)n2n1	-5	-5	11
Cc1ncc(C(=O)N2CCCC3(CNC(=O)O3)C2)c(-c2ccccc2)n1 (stereo not given)	-1	-8	6
COc1ccc([C@@H](C)n2c(CCN)n[nH]c2=O)cc1	-5	-15	/
Cc1cccc(NC(=O)CC2C(=O)NCCN2C(=O)CN2CCN(c3ncccn3)CC2)c1 (stereo not given)	1	/	-15
CCn1ccnc1SCC(=O)N(C)CC(=O)Nc1ccccc1Cl	-4	/	5
Cc1cnc(C)c(-c2cc(O)c3c(c2)CN(C(=O)C2C=CCN2)CCO3)n1 (stereo not given)	-6	-14	/
Oc1ccc(-c2ccccc2)cc1Br	5	0	-4
CCN1CCN(c2c(CN(CCC(C)C)S(=O)(=O)c3ccc([N+](=O)[O-])cc3)c(C)nn2-c2ccccc2)CC1	-1	-4	-1
COC(=O)c1ccc(CSc2nnc(Cc3ccccc3)n2-c2cccc(C(F)(F)F)c2)o1	-8	-6	/
CC1(C2CCN(C(=O)c3cc4ccccc4oc3=O)CC2)NC(=O)N(Cc2ccsc2)C1=O (stereo not given)	-3	0	-7
c1ccc(C(Cn2ccnc2)n2ccnc2-c2ccccn2)cc1 (stereo not given)	-4	/	4

(more compounds)
Compound	hcGAS inh	mcGAS inh	NPYLR7 ag
NC(=O)c1cc2cc(Br)ccc2oc1=Nc1cccc(F)c1	8	0	-7
Cc1[nH]n(-c2nc(-c3cccc([N+](=O)[O-])c3)cs2)c(=O)c1N=Nc1ccc(Cl)cc1Cl	-10	-8	-8
CCOc1cc(CN2CCCn3cccc3C2c2ccc(C)c(C)c2)ccc1O (stereo not given)	-3	/	2
CS(=O)(=O)NCC1CCCN(c2ncnc3cc(Cl)ccc23)C1 (stereo not given)	-6	-7	-3
CCCCNC(=O)N1CCCC(CNC(=O)COc2ccccc2OC)C1 (stereo not given)	3	/	-5
Cc1ccc(-n2c(-c3ccc(F)cc3)cc(C(=O)NCCCN3CCCCC3C)c2C)cc1 (stereo not given)	-4	-4	/
N=C1C(=O)OCC1c1cc(Cl)ccc1N (stereo not given)	4	/	10
O=C(OCc1nc(C(=O)Nc2cccc(Cl)c2)cs1)c1ccccc1	-4	-7	-5
COc1ccc(OC)c(S(=O)(=O)Nc2cc(OC)c(Cl)cc2OC)c1	-6	/	-7
Cc1ccccc1OCC1=NN2C(=N)/C(=C/C=C/c3ccccc3)C(=O)N=C2S1	-9	/	-1
O=C(NCCSC1Sc2ccccc2NC1=O)NC1CCCCC1 (stereo not given)	-8	-3	-14
CCNC(=O)Nc1ccc(N(C)C)c(CN(C(=O)c2ccc(F)cc2)C(C)c2ccccc2)c1 (stereo not given)	-5	-4	7
O=C(c1ccc(Cl)s1)N(CCCn1ccnc1)c1nc2c(F)cc(F)cc2s1	-6	-7	-13
CCC1CN(C(=O)CCc2cccnc2)CCC(=O)N1Cc1ccccc1 (stereo not given)	-2	-11	4
CN(CCCN1c2ccccc2CCc2ccccc21)S(=O)(=O)c1ccc(Cl)s1	-4	/	-7
N#CCCSc1nn(-c2ccccc2)c(=S)s1	5	-3	4
O=C(O)C1Cc2c([nH]c3ccccc23)C(c2ccccc2)N1 (stereo not given)	0	-8	-5
CN(C1CCCCC1)S(=O)(=O)c1ccsc1C(=O)O	-5	/	5
CCCC(NC(=O)Cc1cc(C)no1)c1cccs1 (stereo not given)	-4	-13	27
CCc1nc2ccc(C(=O)Nc3cccc(COC)c3)cc2nc1CC	-12	/	6
O=C(NCc1ccco1)c1c(O)c2ccccc2[nH]c1=O	-3	-6	-8
CCc1c(C(=O)N2CCCC2Cn2cccn2)[nH]c2ccccc12 (stereo not given)	1	-12	12
CN(CCc1ccccn1)C(=O)CCC1CCCN(C(=O)CC2=CCCCC2)C1 (stereo not given)	-7	/	8
Cc1ccc2c(N3C[C@H]4C[C@H](O)[C@H](O)C[C@H]4C3)ccnc2c1C	-4	/	6
CCOP(=O)(Cc1ccc(NC(=O)CCN2C(=O)CCNC2=S)cc1)OCC	0	1	-2
c1ccc(N2CCN(CC3OCCO3)CC2)cc1	-4	/	21
COc1ccc(-c2nn(-c3ccccc3C)cc2CNC2CCOCC2)cc1F	-8	-15	7
CCOC(=O)C(CC)n1ncn2c(cc3occc32)c1=O (stereo not given)	-5	-2	-1
COc1ccc(OC)c(/C=C2\C(=O)N(c3ccc(Cl)c(C(=O)O)c3)N=C2C)c1	6	4	-19
Clc1cccc(Nc2c3c(nc4nncn24)CCC3)c1	-6	/	1

Complete entries from above. Order of screens: hcGAS inh, mcGAS inh, NPYLR7 ag
Cc1ccccc1OCC1=NN2C(=N)/C(=C/C=C/c3ccccc3)C(=O)N=C2S1 as listed: -9, /, -1
Cc1ccc2c(N3C[C@H]4C[C@H](O)[C@H](O)C[C@H]4C3)ccnc2c1C as listed: -4, /, 6

Later entries:
Compound	hcGAS inh	mcGAS inh	NPYLR7 ag
O=C(c1ccccc1)N1C[C@H]2[C@H](O)[C@@H]3C[C@H](c4ccc(F)cc4)[C@@H](O3)[C@H]2C1	-5	-3	8
COc1cccc(Cn2c(C(=O)N3CCN(C(=O)Cc4ccccc4)C(C)C3)cc3ccoc32)c1 (stereo not given)	-10	-4	-1
COCCCN(Cc1c(C)nn(-c2cccc(F)c2)c1N1CCN(C)CC1)C(=O)Nc1ccccc1C	-7	-6	-1
COc1cn(CC(=O)Nc2ccc(OC(F)(F)F)cc2)c(CSc2ncccn2)cc1=O	-6	-11	-3
Cc1ccc(NS(=O)(=O)c2cccc(C(=O)NN3CCOCC3)c2)cc1	-4	/	-4
Cc1nc2ccccc2nc1CN1CCCC2(C1)C(=O)Nc1ccccc12 (stereo not given)	-4	-17	1
Cc1ccc(S(=O)(=O)CC(=O)N(Cc2ccccn2)c2nc3ccccc3s2)cc1	-7	-9	1
O=C1/C(=C/c2cccc(F)c2)Oc2c1ccc1c2CN(C2CC2)CO1	6	4	-2
COc1ccc(NC(=O)N2CCN(CC(OCc3cccc(C)c3)c3ccc(Cl)cc3)CC2)c(OC)c1 (stereo not given)	1	2	-8
Cc1ccc(CSc2nc(CC(=O)NCc3ccncc3)cs2)cc1	-7	-7	/
Fc1ccc(-c2noc3c2CN(Cc2ccc4c(c2)OCCO4)CC3)cc1F	-7	/	18
O=C(CCl)Nc1ccccc1C(=O)NCc1ccco1	-6	/	2
Nc1nc(SCC(=O)NC2CC2)nc2sc3c(c12)CCC3	0	/	6
O=C(CS(=O)(=O)C1CCCC1)N(Cc1cccc(O)c1)C1CC1	-8	-18	-8
Cn1cccc1C(=O)NC(=O)COC(=O)C1=NNC(=O)CC1	0	/	4
COc1ccc(-c2nn(CN3CCOCC3)c(=S)n2C)cc1	-10	-8	/
CCn1cc(C(CC(=O)N2CCC3(CC2)OCCO3)c2cccc(Cl)c2)c2ccccc21 (stereo not given)	-3	-6	23
COc1ccccc1Oc1c(NS(=O)(=O)c2ccc(C(C)(C)C)cc2)nc(-c2ncccn2)nc1OCCO	0	/	-20
O=C(c1ccccc1F)N1CCN(Cc2nc3ccccc3c(=O)[nH]2)CC1	-14	/	2
CCc1cccc2c(C(CC(=O)NCc3ccccc3)c3ccc(OC)cc3OC)c[nH]c12 (stereo not given)	-4	-4	13
O=C(CNC(=O)c1ccc(F)cc1)N=Nc1c(O)[nH]c2ccc([N+](=O)[O-])cc12	4	3	2
Nc1cc(S(=O)(=O)O)cc([N+](=O)[O-])c1O	-12	-5	1
O=C(CCl)Nc1ccc(N2CCCCCC2)cc1	-5	/	5
COc1cccc(NC(=O)N(CC(=O)N(CCc2c[nH]c3ccccc23)Cc2ccc(C)cc2)C2CC2)c1	-4	-4	31
N#CC1(C(=O)OCC(=O)N2CCN(C(=O)COC(=O)C3(C#N)CCCC3)CC2)CCCC1	-3	/	0
FC(F)(F)c1cccc(-c2nc3c(NCc4ccncc4)nccc3[nH]2)c1	-5	-7	-2
CCCCN(Cc1cccn1Cc1cccc(C(F)(F)F)c1)C(=O)Nc1ccc(OC)cc1	-3	-5	20
CCC(CO)N1CCN(C(=O)Nc2ccc3[nH]ccc3c2)CC1 (stereo not given)	-4	/	2
O=C(O)C1Cc2c([nH]c3ccccc23)C(c2ccc(Br)cc2)N1 (stereo not given)	5	-4	-5
CC(C)Cn1c(CN2CCC(=O)NCC2C)nc2ccccc21 (stereo not given)	2	0	2

Continued, overlapping the part above by seven compounds.
Compound	hcGAS inh	mcGAS inh	NPYLR7 ag
COc1cccc(NC(=O)N(CC(=O)N(CCc2c[nH]c3ccccc23)Cc2ccc(C)cc2)C2CC2)c1	-4	-4	31
N#CC1(C(=O)OCC(=O)N2CCN(C(=O)COC(=O)C3(C#N)CCCC3)CC2)CCCC1	-3	/	0
FC(F)(F)c1cccc(-c2nc3c(NCc4ccncc4)nccc3[nH]2)c1	-5	-7	-2
CCCCN(Cc1cccn1Cc1cccc(C(F)(F)F)c1)C(=O)Nc1ccc(OC)cc1	-3	-5	20
CCC(CO)N1CCN(C(=O)Nc2ccc3[nH]ccc3c2)CC1 (stereo not given)	-4	/	2
O=C(O)C1Cc2c([nH]c3ccccc23)C(c2ccc(Br)cc2)N1 (stereo not given)	5	-4	-5
CC(C)Cn1c(CN2CCC(=O)NCC2C)nc2ccccc21 (stereo not given)	2	0	2
CC1CCC(N(C)C(=O)NC2CCN(Cc3ccccc3)CC2)CC1 (stereo not given)	-17	/	0
CCOC(=O)COc1coc(CN2CCN(c3ccccc3)CC2)cc1=O	-8	-8	2
CC(C)c1ccc(N2C(=O)CSC2c2ccc(NC(=O)c3ccc(Cl)cc3)cc2)cc1 (stereo not given)	0	1	-2
c1ccc(-c2cccc3[nH]ccc23)c(OCCn2ccnc2)c1	-8	/	11
C=CCN1C(=O)NC(c2cccc(Cl)c2)C2=C1CN(CC(=O)NCCCN1CCCC1=O)C2=O (stereo not given)	-2	-2	-3
CCN(CC)C(=O)CN(C)C(=O)c1c[nH]cc1-c1cccc(OC)c1	-4	/	30
CCc1cc(N2CCCCC2C)nc(SCc2ccc(C(=O)O)cc2)n1 (stereo not given)	0	0	-10
CCCNCC(O)COc1ccccc1C(=O)CCc1ccccc1 (stereo not given)	-5&-1&-5&-6&-5	-4	23&-1&3&-3&3
O=C(NCc1cc2c([nH]c1=O)CCC2)NCC(F)(F)F	-7	-16	-2
CC(C)CNC(=O)NC(=O)CSc1nnc(C2CC2)n1C1CC1	-6	-2	6
Cc1noc(C)c1C(=O)N1CCN(C(c2ccc(Cl)cc2)c2ccc(Cl)cc2)CC1	0	-2	-2
C=CCn1c(SCC(C)=O)nc2sc3c(c2c1=O)CCC(C)C3 (stereo not given)	-7	/	3
COCC(=O)N1CCN(c2cc(OC)ccc2OC)C(=O)C1C (stereo not given)	-2	/	-1
CCOC(=O)N1CCC2(CC1)OC(=O)C(C)=C2C(=O)O	-1	-2	7

Screens deposited in PubChem BioAssay by Fisher Drug Discovery Resource Center.
